Apaf1 inhib – inhibitors of human Apaf-1 apoptosome, primary screen, biochemical, DEVD-Rh110 fluorescence, uHTS. reconstituted apoptosome caspase-3 activity. inhibition, % at 20 µM. actives 0.71% (n = 330,000); active = inhibition of at least 40% at 20 µM;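 note: plate controls were DMSO wells for no effect and DEVD-CHO caspase inhibitor wells for full effect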
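System – cell-free apoptosome with Apaf-1, procaspase-3 and caspase-9 · Buffer or medium – pH 7.5 Hepes buffer with CHAPS, BSA, DTT · Also added – cytochrome c with DEVD-Rh110 · Times – 30 min compound preincubation, 50 min activation, room temperature · Technique – Rh110 fluorescence intensity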
HKDC1 inh – HKDC1 hexokinase inhibitors, primary screen, biochemical, fluorescence, uHTS; Q2TB90; recombinant HKDC1, G6PDH/diaphorase resazurin coupled fluorescence; inhibition, % at 20 µM; actives 0.16% (n = 340,000);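 active = inhibition above about 35% when tested at 20 µM, limit read from the data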;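 note: plate controls were DMSO wells with enzyme for no effect and DMSO wells lacking enzyme for full effect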
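Material: recombinant HKDC1 hexokinase; Amount: HKDC1 at 5 µg/mL; Medium: Tris pH 8.0 buffer with MgCl2, Tween-20, BSA, BME; Schedule: 90 min reaction incubation at room temperature, dark; Technique: coupled resazurin fluorescence, excitation 525 nm, emission 613 nm.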
SENP8 block-1 – human SENP8 protease inhibitors, primary screen, biochemical, fluorescence, Nedd8 protein substrate, uHTS; Sentrin-specific protease 8 (Homo sapiens), Q96LD8; recombinant SENP8; inhibition, % at 20 µM; actives 0.64% (n = 360,000); AID 602440, 2012; in the data active = inhibition mostly above about 40%, no sharp cut-off; inactive = mostly below about 27%
Target sequence (Q96LD8 whole entry, looked up): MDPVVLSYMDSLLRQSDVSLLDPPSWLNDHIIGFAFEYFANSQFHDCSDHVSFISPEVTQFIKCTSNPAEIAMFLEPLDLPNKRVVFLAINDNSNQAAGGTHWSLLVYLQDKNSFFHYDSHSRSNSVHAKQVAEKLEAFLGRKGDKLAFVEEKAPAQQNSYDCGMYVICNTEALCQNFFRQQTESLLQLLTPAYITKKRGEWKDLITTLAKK
SENP8 block-2 – SENP8 protease inhibitors, primary screen, biochemical, luminescence; actives 1.2% (n = 330,000); AID 2540, 2010; Sentrin-specific protease 8 (Homo sapiens), Q96LD8; purified SENP8, Z-RLRGG-aminoluciferin cleavage; inhibition, % at 10 µM; in the data active = inhibition above about 50%
PfG6PD inh – PfG6PD enzyme inhibitors, primary screen, biochemical, fluorescence intensity, uHTS; glucose-6-phosphate dehydrogenase-6-phosphogluconolactonase (Plasmodium falciparum 3D7); PfGluPho enzyme, NADPH resazurin-diaphorase fluorescence; inhibition, % at 20 µM; actives 0.78% (n = 350,000);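 active = inhibition reaching at least a set limit at 20 µM in the primary screen, cut at about 59% in these data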;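 note: 0% = DMSO wells with substrate and 100% = DMSO wells lacking glucose-6-phosphate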
SENP6 block – SENP6 protease inhibitors, primary screen, biochemical, luminescence, uHTS; Sentrin-specific protease 6 (Homo sapiens), Q9GZR1; Recombinant SENP6 catalytic domain, aminoluciferin luminescence; inhibition, % at 10 µM; actives 1.8% (n = 330,000);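 active = inhibition above about 50% at the single tested dose, limit read from the data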;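 note: plate controls were DMSO wells with enzyme for no effect and DMSO wells lacking enzyme for full effect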
Target sequence (Q9GZR1 628-1112 limits assumed): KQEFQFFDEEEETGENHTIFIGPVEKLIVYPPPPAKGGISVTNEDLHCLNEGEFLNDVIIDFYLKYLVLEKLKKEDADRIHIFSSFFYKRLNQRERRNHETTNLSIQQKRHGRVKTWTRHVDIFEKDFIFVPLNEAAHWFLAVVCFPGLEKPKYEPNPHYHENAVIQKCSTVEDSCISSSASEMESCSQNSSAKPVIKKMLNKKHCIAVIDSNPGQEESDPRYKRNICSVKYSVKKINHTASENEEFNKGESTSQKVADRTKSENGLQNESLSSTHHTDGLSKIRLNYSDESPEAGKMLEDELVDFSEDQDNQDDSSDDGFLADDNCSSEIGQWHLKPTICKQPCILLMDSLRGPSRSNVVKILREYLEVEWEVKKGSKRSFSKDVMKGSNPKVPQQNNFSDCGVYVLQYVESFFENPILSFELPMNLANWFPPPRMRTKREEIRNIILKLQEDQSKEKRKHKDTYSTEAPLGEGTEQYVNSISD
SENP7 inh – SENP7 protease inhibitors, primary screen, biochemical, luminescence, uHTS | Sentrin-specific protease 7 (Homo sapiens), Q9BQF6 | recombinant SENP7, Z-RLRGG-aminoluciferin luminescence, 40 min | inhibition, % at 5 µM | actives 1.5% (n = 330,000);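 active = inhibition above about 50% at the single test dose, limit read from the data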;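 note: plate controls were DMSO with enzyme for no effect and no enzyme buffer wells for full effect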
SENP1 inh – human SENP1 catalytic domain inhibitors, primary screen, biochemical, FRET, uHTS | Sentrin-specific protease 1 (Homo sapiens), Q9P0U3 | recombinant SENP1 catalytic domain, CyPet-SUMO1-YPet FRET cleavage | inhibition, % at 10 µM | actives 0.21% (n = 360,000) | AID 624204, 2012;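 active = inhibition at least 30% at 10 µM, raw YFP signal under a set limit, fluorescence ratio 0.5 to 1.5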;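 note: 0% = enzyme with DMSO and 100% = no enzyme wells; some results filed as inactive read as strong as hits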
Target sequence (Q9P0U3 419-644 limits assumed): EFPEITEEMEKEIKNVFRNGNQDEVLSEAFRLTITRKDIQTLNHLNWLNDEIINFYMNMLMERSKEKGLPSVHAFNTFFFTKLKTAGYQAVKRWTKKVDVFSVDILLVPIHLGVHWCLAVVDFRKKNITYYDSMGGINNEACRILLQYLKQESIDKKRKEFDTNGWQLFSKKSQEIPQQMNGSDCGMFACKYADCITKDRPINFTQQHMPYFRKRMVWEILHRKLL
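Compound: 10 µM single point, 0.5% DMSO; Test system: hSENP1 catalytic domain, recombinant; Timing: 50 min reaction at room temperature; Technique: FRET, CFP and YFP emission; Control set: no-enzyme wells low, DMSO-plus-enzyme wells high control.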
The depositor's hits bear a star; . = no result given. The order is random. About 3.6% of those tested had a hit in this group.

SMILES,Apaf1 inhib,HKDC1 inh,SENP8 block-1,SENP8 block-2,PfG6PD inh,SENP6 block,SENP7 inh,SENP1 inh
O=C1Nc2ccc(Br)cc2/C1=C/C(=O)c1ccccc1,.,20,16,.,48,.,.,0
CCOc1ccc(OCCCCN(C)C)cc1,-10,-10,16,5,9,16,4,0
COc1ccc(SC[C@H](Cc2ccccc2)N2CC[C@@H](C(C)(C)C)CCC2=O)cc1,25,5,12,-1,17,8,3,1
CN(CC(=O)Nc1cccc2ccccc12)C(=O)c1ccc(NC(=O)CC#N)cc1,-3,-3,-43,8,14,14,-2,-11
N=C1C(c2nc3ccccc3[nH]2)=C(O)CN1c1ccccc1,1,-1,-106,6,0,-17,-2,-1
CN(Cc1ccco1)C(=O)CSc1nc(C2CC2)n(-c2ccccc2)n1,16,1,6,-8,22,-1,5,-4
CC(=O)Nc1ccc(Oc2ccc([N+](=O)[O-])cc2Cl)cc1,6,-7,11,-14,-5,0,1,3
CC(=O)Oc1ccc(C(=O)Nc2cccnc2)cc1,-1,-7,4,-2,-13,15,1,1

Given with each value named: four of the compounds above.
> COc1ccc(SC[C@H](Cc2ccccc2)N2CC[C@@H](C(C)(C)C)CCC2=O)cc1
  Apaf1 inhib: 25
  HKDC1 inh: 5
  SENP8 block-1: 12
  SENP8 block-2: -1
  PfG6PD inh: 17
  SENP6 block: 8
  SENP7 inh: 3
  SENP1 inh: 1

> CN(CC(=O)Nc1cccc2ccccc12)C(=O)c1ccc(NC(=O)CC#N)cc1
  Apaf1 inhib: -3
  HKDC1 inh: -3
  SENP8 block-1: -43
  SENP8 block-2: 8
  PfG6PD inh: 14
  SENP6 block: 14
  SENP7 inh: -2
  SENP1 inh: -11

> N=C1C(c2nc3ccccc3[nH]2)=C(O)CN1c1ccccc1
  Apaf1 inhib: 1
  HKDC1 inh: -1
  SENP8 block-1: -106
  SENP8 block-2: 6
  PfG6PD inh: 0
  SENP6 block: -17
  SENP7 inh: -2
  SENP1 inh: -1

> CN(Cc1ccco1)C(=O)CSc1nc(C2CC2)n(-c2ccccc2)n1
  Apaf1 inhib: 16
  HKDC1 inh: 1
  SENP8 block-1: 6
  SENP8 block-2: -8
  PfG6PD inh: 22
  SENP6 block: -1
  SENP7 inh: 5
  SENP1 inh: -4

Going on with the list:
SMILES,Apaf1 inhib,HKDC1 inh,SENP8 block-1,SENP8 block-2,PfG6PD inh,SENP6 block,SENP7 inh,SENP1 inh
COc1ccc(OC)c(-c2cc(C(=O)Nc3ccc(F)cc3F)no2)c1,-6,-1,-435,3,-19,3,3,2
O=C(CN1C(=O)C2C3C=CC(C3)C2C1=O)NCCC1=CCCCC1 (stereo not drawn),-6,-5,12,2,7,6,-4,4
CC(C)N1C(=O)S/C(=C/c2ccc(Sc3nc4ccccc4[nH]3)o2)C1=O,8,-2,-198,-2,16,-8,-4,-64
COc1ccc(Cl)cc1-n1c(C)ccc1C,8,-3,7,-5,7,-4,-12,-16
COc1ccc(C(=O)N[C@H]2CCCCNC2=O)cc1OC1CCN(C(C)C)CC1,-1,-2,4,3,8,-7,-5,1
N#Cc1ccc(CSc2nnc(NC(=O)CCc3nc4ccccc4c(=O)[nH]3)s2)cc1,10,1,-31,1,2,-9,2,-9
O=C(NNC(=O)c1ccc([N+](=O)[O-])o1)c1ccccc1,12,-5,39,6,-6,1,3,2
NC(=O)c1c(NC(=O)CSc2nc(N)cc(=O)[nH]2)sc2c1CCCC2,-4,-1,-29,0,12,7,2,-13
CC1CN(Cc2ccccn2)CCC1=O (stereo not drawn),-4,7,22,-7,0,-5,5,0
COc1ccc(/C=C2\CCC(C3CCCC3)C2=O)cc1Cn1nc(C)cc1C (stereo not drawn),10,12,8,1,5,4,8,-2
O=C(CCCN1C(=O)c2ccccc2C1=O)Nc1ccc2c(c1)OCCO2,12,-5,33,-7,15,-8,-11,3
CN(Cc1cn(Cc2ccccc2)nc1-c1ccc2c(c1)OCO2)Cc1nccn1C,0,-6,6,-8,-10,-17,0,2
NC(=O)CC(NC(=O)c1cccc(Br)c1)c1ccc(NC2CCCCCCC2)c([N+](=O)[O-])c1 (stereo not drawn),15,1,14,-7,17,-12,-2,2
Cc1ccc(S(=O)(=O)N2CCN(S(=O)(=O)N(C)C)CC2)cc1,2,-2,6,-5,7,-28,-11,1
CC(C)NC(=O)C(=O)c1cn(C)c2ccccc12,-13,-3,3,-2,-8,-8,-3,0
O=C(CN1C(=O)/C(=C/c2ccccc2)SC1=S)Nc1ncc(Cc2ccccc2)s1,-11,1,30,-13,-7,-4,0,-8
CN(C)C(=O)c1ccc(NC(=O)COC(=O)c2cc3c(s2)CCCCC3)cc1,4,7,3,-6,-5,-9,-2,2
CC(=O)CSc1ncnc2nc[nH]c12,-6,-3,7,-11,-9,-2,-6,-2
Cn1c(SCC(=O)NCc2ccc3c(c2)OCO3)nnc1-c1c[nH]c2ccccc12,5,-11,5,-7,-5,-9,-10,0
COc1cc(NC(=O)C2=C(C)OCCS2)c(Cl)cc1C(=O)NCCN1CCN(C)CC1,-10,-4,8,7,5,16,4,-3
Cc1onc(-c2ccccc2)c1NC(=O)Nc1c(-c2ccccc2)noc1C,-1,-5,3,6,8,-13,5,2
Cc1ccc(S(=O)(=O)NCC(=O)OC(C)C(=O)c2ccccc2)cc1 (stereo not drawn),-3,-2,3,-5,6,-11,-3,-2
CC(C)OC(=O)C[N+](C)(C)CCN1C(=O)C2C(c3ccccc3)C=CC(c3ccccc3)C2C1=O (stereo not drawn),3,2,3,2,4,-1,-2,16
COc1ccc(OC)c(NC(=O)c2ccc3c(=O)n(CCc4ccccc4)c(=S)[nH]c3c2)c1,9,-21,16,-1,-5,-10,-2,2
O=C(NCN1CCN(CCO)CC1)c1cnccn1,-7,-5,10,-14,-9,-5,1,-2
CCc1sc(N)nc1-c1ccccc1,0,-12,4,-8,2,-13,-7,1
CN(C)c1ccc(P(=O)(OCc2ccccc2)C(O)c2ccccc2F)cc1 (stereo not drawn),-4,-2,7,-4,10,-2,3,-1
CCOc1cc(/C=C(/C#N)C(=O)Nc2ccc(O)cc2)cc(Br)c1O,8,11,38,-6,9,-15,0,6
Cc1ccnc2nc(C(=O)OCC(=O)NCCc3ccc(Cl)cc3)nn12,4,-7,5,-4,0,-6,0,-1
Cc1ccccc1OCC(O)CN1CCC(C)CC1 (stereo not drawn),-4,-9,1,3,-12,8,1,0
CN(C)c1nc(N)c(C#N)c(C#N)c1C#N,.,-1,-200,.,-5,.,.,-30
CC(=O)Nc1cc(C(=O)NCCN2CCN(Cc3ccccc3)CC2)ccc1Sc1ccc(C)cc1,3,-6,1,-16,-3,6,-11,2
O=C(CNC(=O)Cc1ccccc1)NCC(=O)OCC(=O)c1ccccc1Cl,-18,9,2,4,-16,-9,3,1
O=C(NCCCN1CCOCC1)c1cccc(S(=O)(=O)Nc2cc(Cl)ccc2Cl)c1,11,-10,6,-11,-12,-18,-6,1
Cc1cccc(CC2(O)C(=O)Nc3ccccc32)n1 (stereo not drawn),.,-7,9,.,19,.,.,0
Cc1ccc(Cl)c(OCC(=O)NCc2ccco2)c1,-6,-9,2,-5,-6,-17,-2,0
Cc1ccc(-n2cc(-c3ccccc3)c3c(N4CCN(C)CC4)ncnc32)cc1,9,-2,-56,0,3,13,-1,1
COc1ccc(C(=O)NC(=O)COC(=O)c2ccc(C)o2)cc1,14,-5,1,-10,-12,-8,-4,0
C=CCN(Cc1ccco1)S(=O)(=O)c1ccc(Cl)cc1,0,0,2,12,9,15,10,0
Cn1nnc(NC(=O)CSc2ncn[nH]2)n1,9,-6,5,-9,6,-7,-9,1
COc1cc(NC(=O)CCc2nnc3ccc(N4CCN(C)CC4)nn23)cc(OC)c1,7,-3,10,6,7,3,1,1
CCCCNc1c(-c2ccc(-c3ccc(C(C)=O)cc3)c(OC)c2)nc2cc(C)ccn12,32,0,-147,-8,25,-14,6,11
Cc1cccc(OCCC(=O)N(C)CC(=O)Nc2cccc3ccccc23)c1,8,-2,4,0,18,-9,-4,3
CC(=O)NC(Cc1ccc(F)cc1)C(=O)NC1CCN(C(=O)Nc2ccccc2C)CC1 (stereo not drawn),1,3,7,1,-10,0,9,3
CC1=C(C)CS(=O)N(c2ccc(S(N)(=O)=O)cc2)C1 (stereo not drawn),11,14,21,2,56,-9,-3,-1
Cc1cc(Oc2ccccc2F)nc(NCc2ccccc2)n1,9,1,21,0,-14,-7,0,3
C=CCOc1ccc(-c2nc3c(c(=O)[nH]c(=O)n3Cc3ccccc3)n2CCCOC)cc1,3,-3,-305,-2,-3,-4,-8,-2
NC(=O)c1ccc(=O)n(Cc2ccc(Cl)cc2Cl)c1,3,-1,19,2,-2,-12,-9,0
O=C(N/N=C/c1ccc(OC(=O)c2cccs2)cc1)c1ccc(F)cc1,-10,0,13,0,-16,-16,6,5
O=C(Oc1ccc(Cl)c2cccnc12)N1CCCCC1,-24,-8,8,3,14,-13,1,0
O=c1cc(-c2ccc(Cl)c(Cl)c2)[nH][nH]1,26,-2,33,1,-15,-6,14,2
CCOC(=O)C(=O)/C(=C\N(C)C)c1onc(-c2ccccc2)c1C(=O)OC,8,-5,16,-8,-4,7,-10,3
CC(=O)c1cccc(NC(=O)COC(=O)Cn2cnc3ccccc32)c1,-7,-1,-2,13,-13,-7,-1,-5
CC1CCCCN1C(=O)Cn1cc(C(=O)c2ccco2)c2ccccc21 (stereo not drawn),-4,-3,-64,-3,-1,-9,2,-1
O=C(NCc1ccncc1)C(=O)NCC(c1ccco1)N1CCN(c2ccc(F)cc2)CC1 (stereo not drawn),-5,-8,11,2,-7,0,-2,4
C/C(=N/NC(=O)CNC(=O)Cc1ccccc1)c1ccc(Cl)cc1,-8,-10,6,8,4,-7,4,1

New compounds follow:
SMILES,Apaf1 inhib,HKDC1 inh,SENP8 block-1,SENP8 block-2,PfG6PD inh,SENP6 block,SENP7 inh,SENP1 inh
Cn1c(N)c(C(=O)COC(=O)c2cc(S(=O)(=O)NCc3ccccc3)ccc2O)c(=O)n(C)c1=O,.,4,-46,.,23,.,.,1
COC(=O)c1sc2nc(C)nc(SCC(=O)Nc3sccc3C(N)=O)c2c1C,-5,-1,-13,-11,-25,-19,-5,-3
CC(C)C(=O)NC(NC(=O)C(C)C)c1ccc([N+](=O)[O-])cc1,-5,15,13,-1,-14,-6,-1,3
COC(=O)c1c(NC(=O)CSc2nnc(-c3cccnc3)n2Cc2ccco2)sc(C)c1C,18,1,-1,-11,-3,-9,-5,2
COc1ccc(N2CCN(C(=O)COC(=O)CCc3ccccc3)CC2)cc1,-9,2,25,-1,-4,15,2,2
O=C(N/N=C/c1c(O)ccc2ccccc12)c1cccc(C(F)(F)F)c1,18,-31,-17,-5,-21,-26,-2,-28
O=C(CCNS(=O)(=O)c1ccccc1F)N1CCN(C/C=C/c2ccccc2)CC1,11,4,0,9,-3,-3,3,0
O=C(NNC(=S)NCC1CCCO1)c1cccc(S(=O)(=O)N2CCOCC2)c1 (stereo not drawn),-24,-7,3,-1,5,-1,-3,0
